CRFBP-R2 agonist: agonists of human CRF-binding protein/CRF-R2 receptor complex; HEK293 CRF-R2/CRF-BP, calcium dye fluorescence (FLIPR); percent of saturating CRF peptide response; activation, % at 13.2 µM; 350,000 compounds, 0.46% hits;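 active means activation of at least 50%, plus an integration ratio under a set limit after plate pattern correction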;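 further: plate controls were neutral control wells without compound for no effect and CRF at EC100 for full effect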
M5 ag: CHRM5 agonism in calcium assay. activation, % at 3 µM. 360,000 compounds, 0.19% hits. CHO-K1 hM5 cells, Fluo-8 calcium fluorescence; 0% DMSO wells, 100% maximal acetylcholine response;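 active means activation above the run's mean over test compounds plus 3 SD, cut at about 23% in these data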;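 further: signal is peak over basal fluorescence ratio across the kinetic read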
M4 PAM: potentiates acetylcholine response at human M4 receptor | P08173 | CHO-K1 hM4/Gqi5, Fluo-8 calcium fluorescence, ACh EC20; 0% = ACh EC20, 100% = maximal ACh | activation, % at 3 µM | 360,000 compounds, 0.4% hits | AID 624126;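 active means activation above its plate's cutoff, the mean activation of sample wells plus 3 SD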; further: some results filed as inactive read as strong as hits
Target sequence (P08173 whole entry, looked up): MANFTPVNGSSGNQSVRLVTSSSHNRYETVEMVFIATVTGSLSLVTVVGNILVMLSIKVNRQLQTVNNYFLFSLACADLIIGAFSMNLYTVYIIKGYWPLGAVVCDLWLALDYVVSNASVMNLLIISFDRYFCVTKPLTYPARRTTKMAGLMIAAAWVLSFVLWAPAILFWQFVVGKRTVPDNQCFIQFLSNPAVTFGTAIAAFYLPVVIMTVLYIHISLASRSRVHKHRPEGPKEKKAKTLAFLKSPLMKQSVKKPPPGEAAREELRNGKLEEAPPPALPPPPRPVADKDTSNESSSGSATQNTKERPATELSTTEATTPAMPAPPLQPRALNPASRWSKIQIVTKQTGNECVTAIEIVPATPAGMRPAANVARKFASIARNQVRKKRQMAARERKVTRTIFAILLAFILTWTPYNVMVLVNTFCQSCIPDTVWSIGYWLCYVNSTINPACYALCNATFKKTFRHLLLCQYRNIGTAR
M1 PAM: potentiates human M1 receptor response to acetylcholine; 360,000 compounds, 0.088% hits; CHO-K1 hM1, Fluo-8 calcium fluorescence, ACh EC20; 0% = ACh EC20, 100% = maximal ACh; activation, % at 3 µM; P11229; in the data active means activation above about 19%, passing the limit was not always enough
Target sequence (P11229 whole entry, looked up): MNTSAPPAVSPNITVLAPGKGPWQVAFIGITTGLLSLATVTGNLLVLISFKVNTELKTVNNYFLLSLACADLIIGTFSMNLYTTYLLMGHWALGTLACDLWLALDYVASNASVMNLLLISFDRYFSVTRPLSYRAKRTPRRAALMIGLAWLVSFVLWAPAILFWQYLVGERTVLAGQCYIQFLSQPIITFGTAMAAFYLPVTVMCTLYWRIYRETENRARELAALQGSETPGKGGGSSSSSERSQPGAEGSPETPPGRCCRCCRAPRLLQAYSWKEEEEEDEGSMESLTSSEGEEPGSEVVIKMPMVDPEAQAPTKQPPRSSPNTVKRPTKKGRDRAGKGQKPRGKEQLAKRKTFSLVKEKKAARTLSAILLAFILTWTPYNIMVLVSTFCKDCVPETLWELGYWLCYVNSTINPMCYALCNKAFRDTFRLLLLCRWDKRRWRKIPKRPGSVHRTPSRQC
M5 antag: antagonists of human muscarinic M5 receptor (CHRM5); 360,000 compounds, 0.59% hits; AID 624040; CHO-hM5 cells, Fluo-8 calcium fluorescence, ACh EC80; inhibition, % at 3 µM;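 active means inhibition above a per-plate cutoff, the mean of that plate's test compounds plus 3 SD, cut at about 27% in these data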;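 further: 0% = acetylcholine EC80 with DMSO and 100% = DMSO without agonist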
M1 antag: blocks human M1 muscarinic receptor; P11229; CHO-K1 hM1, Fluo-8 calcium fluorescence, ACh EC80 antagonist; inhibition, % at 3 µM; 360,000 compounds, 1.3% hits;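 active means percent inhibition above its own plate's cutoff, namely the mean of that plate's compound wells plus 3 SD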;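 further: peak over basal fluorescence ratio during 140 s after agonist addition; 0% = ACh EC80 plus DMSO and 100% = DMSO alone without agonist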
M5 PAM: CHRM5 positive allosteric modulation; P08912; CHO-K1 hM5, Fluo-8 calcium, ACh EC20 PAM; 0% = ACh EC20, 100% = ACh EC100; activation, % at 3 µM; 360,000 compounds, 0.3% hits; AID 624038;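 active means activation above the run cutoff, the mean activation of all test compounds plus 3 SD, cut at about 18% in these data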
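system = human M5 receptor in CHO-K1 cells | compound = one concentration, 3 µM final (nominal) | schedule = Post-acetylcholine fluorescence recording 140 s | signal = Fluo-8 calcium dye fluorescence, kinetic read | benchmarks = low control EC20 acetylcholine (0%), high control EC100 acetylcholine (100%) | repeats = singlicate, one well per test compound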
M4 ag: agonists of human muscarinic M4 receptor (CHRM4). activation, % at 3 µM. 360,000 compounds, 0.14% hits. CHO-K1 hM4/Gqi5, Fluo-8 calcium fluorescence; vehicle 0%, full acetylcholine response 100%;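 active means activation above the run mean over all test wells plus 3 SD, cut at about 32% in these data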;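 further: peak over basal fluorescence ratio per well then scaled between controls; 0% = DMSO wells and 100% = acetylcholine at EC100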
CHRM4 antagonist: blocks acetylcholine activation of human M4 receptor; 360,000 compounds, 0.73% hits; CHO-hM4 cells, ACh EC80, Fluo-8 calcium fluorescence; inhibition, % at 3 µM;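 active means inhibition above its plate's cutoff, the mean inhibition of sample wells plus 3 SD, cut at about 27% in these data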;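 further: 0% = acetylcholine EC80 with DMSO and 100% = DMSO without agonist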
* marks the source's active call; other numbers are inactive results; . = no result given.

(1) Cc1ccccc1CCN(C(=O)Cn1nnc2ccccc21)C(C(=O)NC(C)(C)C)c1ccsc1 (stereo unspecified)
(2) CCC(=O)Nc1nnc(S(=O)(=O)N2c3ccccc3CC2C)s1 (stereo unspecified)
(3) Cc1cccc(C(=O)N[C@H](C(=O)NCCc2ccc(Cl)cc2)C(C)C)c1
(4) CCCCNC(=O)NCC(=O)Nc1ccc(F)c(F)c1
(5) O=C(/C=C/c1ccccc1)OCCN=C1NS(=O)(=O)c2ccccc21
(6) CCn1c(C)cc(C(=O)CSc2nnnn2C2CCCC2)c1C
(7) CCN1C(=O)[C@@H]2[C@@H](c3ccc(-c4ccc5c(c4)OCO5)c(OC)c3)N3CCCC[C@@]3(C(=O)OC)[C@@H]2C1=O
(8) O=S(=O)(c1ccc(Cl)cc1)c1cnc(-c2cccnc2)nc1-c1ccccc1
Assay by compound,1,2,3,4,5,6,7,8
CRFBP-R2 agonist,7.3,-0.2,-0.3,-0.2,-0.6,-0.1,-1.0,1.0
M5 ag,2,2,-1,-5,4,3,-2,-1
M4 PAM,15,-1,2,4,-10,6,-2,2
M1 PAM,25,7,16,-2,2,6,10,6
M5 antag,-7,1,7,8,13,13,-6,2
M1 antag,-48,-7,-12,8,-4,-11,-15,0
M5 PAM,-4,-2,3,2,-8,-2,4,1
M4 ag,1,0,1,0,9,1,3,0
CHRM4 antagonist,-13,-14,5,-4,8,-2,14,-1

(9) COc1cc2c(c(OC)c1O)C(=O)CO2
(10) COc1ccc(-c2cc(C(F)(F)F)n3nc(C(=O)N4CCCCC4)cc3n2)cc1OC
(11) COCCCNc1oc(-c2ccccc2F)nc1C#N
(12) COCCn1c(Sc2ccccc2)nc2c1c(=O)[nH]c(=O)n2C
(13) COc1ccc(C(=O)C(C)OC(=O)CN2C(=O)c3ccccc3C2=O)cc1 (stereo unspecified)
(14) Cc1nn(C(=O)N2CCOCC2)c(C)c1C
(15) Cc1nn(C)c(Oc2ccccc2)c1CCNC(=O)C(C)(C)C
(16) O=C(Cn1nnc2ccccc21)OCC(=O)c1ccccc1
Assay by compound,9,10,11,12,13,14,15,16
CRFBP-R2 agonist,1.4,1.0,-3.0,-0.7,-0.2,-0.2,-0.2,1.1
M5 ag,-1,0,2,-1,5,0,-2,2
M4 PAM,1,12,3,-2,0,7,0,0
M1 PAM,7,10,10,8,8,7,7,1
M5 antag,0,6,4,2,1,-2,9,5
M1 antag,-4,-14,-17,-16,-7,-33,-2,-6
M5 PAM,3,4,-7,2,13,6,3,-3
M4 ag,1,-1,1,1,3,0,0,0
CHRM4 antagonist,-5,-8,-4,5,-1,-3,0,-4

(17) O=C(CN1C(=O)COc2ccc(S(=O)(=O)N3CCCCC3)cc21)NCc1ccccc1Cl
(18) O=C(OCc1cccc([N+](=O)[O-])c1)c1ccncc1
(19) Cc1ccc(CN(C(=O)c2ccco2)C(C(=O)NC2CCCC2)c2cccnc2)cc1 (stereo unspecified)
(20) CCCSc1nc2sc3c(c2c(=O)[nH]1)CC(C)(CC)OC3 (stereo unspecified)
(21) C=CCCC(=O)N1C[C@H]2CON(C)[C@H]2C[C@H]1c1ccc(N2CCCCC2)cc1
(22) O=C(c1cccnc1)N1CCCc2ccccc21
(23) O=C(COc1cc(Cl)ccc1Cl)N1CCNC1=O
(24) O=C1[C@H]2[C@@H](c3ccc(Cl)cc3)N3C(=O)N(c4cccc(Cl)c4)C(=O)[C@@]3(Cc3ccc(Cl)cc3)[C@H]2C(=O)N1C1CCCCC1
Assay by compound,17,18,19,20,21,22,23,24
CRFBP-R2 agonist,-0.3,-0.5,0.4,0.9,.,1.1,-0.7,2.4
M5 ag,1,-4,2,-3,-1,1,-5,3
M4 PAM,-1,-2,-3,-5,-4,5,2,9
M1 PAM,8,-4,-1,-3,7,0,6,0
M5 antag,-2,4,6,4,-4,-5,2,6
M1 antag,-7,4,10,-2,1,-8,-10,0
M5 PAM,4,-3,-1,3,-5,5,0,-9
M4 ag,2,1,1,0,1,0,1,-1
CHRM4 antagonist,-7,8,4,4,-6,9,0,-4

Among those listed so far, these have an aryl thioether with sulfur outside any ring:
(6) CCn1c(C)cc(C(=O)CSc2nnnn2C2CCCC2)c1C
(12) COCCn1c(Sc2ccccc2)nc2c1c(=O)[nH]c(=O)n2C
(20) CCCSc1nc2sc3c(c2c(=O)[nH]1)CC(C)(CC)OC3 (stereo unspecified)
Assay by compound,6,12,20
CRFBP-R2 agonist,-0.1,-0.7,0.9
M5 ag,3,-1,-3
M4 PAM,6,-2,-5
M1 PAM,6,8,-3
M5 antag,13,2,4
M1 antag,-11,-16,-2
M5 PAM,-2,2,3
M4 ag,1,1,0
CHRM4 antagonist,-2,5,4

The results go on:
(25) COc1ccc(CCNC(=O)C(=O)NCC2OCCN2S(=O)(=O)c2ccc(F)cc2)cc1 (stereo unspecified)
(26) Cc1noc(NC(=O)c2ccccc2C(F)(F)F)c1C#N
(27) Cc1ccc(CNC(=O)CN(Cc2ccccc2)S(C)(=O)=O)cc1
(28) O=C(CN1C(=O)NC2(CCCCC2)C1=O)Nc1cccc(Cl)c1Cl
(29) O=C(/C=C/c1ccccc1)N(c1ccccn1)C1CCCCC1
(30) COc1ccc2nc(NC(=O)CSc3nc4ccccc4o3)sc2c1
(31) COCCN(CCOC)c1ncnc2c1cnn2-c1ccc(Cl)cc1
(32) COc1ccc(/C(C)=N/Nc2ccc(C(=O)O)cc2)c(OC)c1
Assay by compound,25,26,27,28,29,30,31,32
CRFBP-R2 agonist,1.0,0.9,-1.0,-0.2,0.6,-0.7,-1.2,0.5
M5 ag,2,-1,-2,5,-3,-1,-2,-2
M4 PAM,3,2,1,10,-3,25,6,10
M1 PAM,-4,-1,6,9,5,-2,7,6
M5 antag,-6,6,-2,7,9,-1,-2,1
M1 antag,-3,6,-27,-4,0,21,-4,-7
M5 PAM,-6,-1,4,4,3,-6,-2,5
M4 ag,8,0,1,1,0,1,4,0
CHRM4 antagonist,-26,3,8,-9,2,-2,-4,1

(33) CCOc1ccccc1C(=O)Nc1cc(OC)ccc1OC
(34) CCOc1ccc(C(CC(=O)O)n2cnnn2)cc1OC (stereo unspecified)
(35) C#CCNC(=O)C1=C[C@@H](c2ccc3c(c2)OCO3)C[C@@H](OCc2ccc(CO)cc2)O1
(36) COc1cccc(N2C(=O)CC(N3CCN(CCN=CC4=C(O)CC(C)(C)CC4=O)CC3)C2=O)c1 (stereo unspecified)
(37) Cc1nnc(SCc2cc(=O)oc3ccc4ccccc4c23)n1Cc1ccccc1
(38) COC(=O)c1c(C)[nH]c(O)c1C=Nc1ccc(Oc2ccccc2)cc1
(39) COC(=O)CCCCC(=O)C1C(=O)CC(C)(C)C(C(=O)OC)C1=O (stereo unspecified)
(40) COC(=O)c1ccc(-c2noc(CN(C)Cc3ccncc3C)n2)cc1
Assay by compound,33,34,35,36,37,38,39,40
CRFBP-R2 agonist,-1.9,-2.9,-2.1,-1.0,0.6,59*,-0.3,1.4
M5 ag,-7,3,-2,-2,1,6,-2,3
M4 PAM,7,5,-3,5,-5,-3,9,0
M1 PAM,-6,-3,-11,-1,9,-1,6,1
M5 antag,0,6,3,0,0,1,3,4
M1 antag,6,2,19,1,-6,5,-44,6
M5 PAM,-3,5,-6,-2,-1,7,-1,0
M4 ag,-3,0,4,1,1,4,1,4
CHRM4 antagonist,-21,-7,3,-2,11,5,-5,-7

(41) CC(=O)c1ccccc1NC(=O)COC(=O)c1ccccc1NC(=O)c1ccccc1
(42) COc1ccc(-c2cc(-c3nnc(COC(=O)CC4CCCC4)o3)c3ccccc3n2)cc1OC
(43) CCc1ccccc1NC1Nc2cc(C)nn2S1 (stereo unspecified)
(44) COC(=O)[C@@H](Cc1ccccc1)NC(=O)NCCc1c[nH]c2ccccc12
(45) O=C(NCCNc1ccc(Cl)cc1[N+](=O)[O-])c1cccnc1
(46) O=[N+]([O-])c1cc(F)cc(F)c1Nc1ccc(F)cc1
(47) O=C(O)CCC(=O)N1CCc2cc(S(=O)(=O)Nc3ccc4c(c3)OCCO4)ccc21
(48) CN(N)C(=S)Nc1ccc(F)cc1
Assay by compound,41,42,43,44,45,46,47,48
CRFBP-R2 agonist,-0.7,2.9,0.5,2.5,-2.3,-8.0,2.7,1.1
M5 ag,-2,1,2,1,4,0,3,-5
M4 PAM,5,2,-5,2,-3,5,5,2
M1 PAM,13,4,4,5,-3,-5,2,-2
M5 antag,-8,2,7,7,10,20,-6,9
M1 antag,-9,-3,-1,-5,0,12,-7,3
M5 PAM,-3,-2,-1,-2,-10,-8,0,4
M4 ag,0,4,1,3,9,-2,1,0
CHRM4 antagonist,-2,-5,-8,5,-1,-4,4,-4

4 compounds out of the list above, sorted by the value under M5 antag, smallest number first:
(41) CC(=O)c1ccccc1NC(=O)COC(=O)c1ccccc1NC(=O)c1ccccc1
(9) COc1cc2c(c(OC)c1O)C(=O)CO2
(12) COCCn1c(Sc2ccccc2)nc2c1c(=O)[nH]c(=O)n2C
(20) CCCSc1nc2sc3c(c2c(=O)[nH]1)CC(C)(CC)OC3 (stereo unspecified)
Assay by compound,41,9,12,20
CRFBP-R2 agonist,-0.7,1.4,-0.7,0.9
M5 ag,-2,-1,-1,-3
M4 PAM,5,1,-2,-5
M1 PAM,13,7,8,-3
M5 antag,-8,0,2,4
M1 antag,-9,-4,-16,-2
M5 PAM,-3,3,2,3
M4 ag,0,1,1,0
CHRM4 antagonist,-2,-5,5,4

(cont.)
(49) CC(/C=C/c1ccccc1)=N/NC(=O)c1cnccn1
(50) CCOC(=O)c1c(N)n(C2CC(C)(C)NC(C)(C)C2)c2nc3ccccc3nc12
(51) O=C(COc1ccc(S(=O)(=O)N2CCOCC2)cc1)NCCN1CCOCC1
(52) COc1cccc(N=Nc2ccc(O)c3ncccc23)c1
(53) O=C(O)CCNC1CCCCC1
(54) O=C(OCc1cccc2ccccc12)C1CC(=O)N(c2ccccc2)C1 (stereo unspecified)
(55) Cc1cc(C(F)(F)F)nc(CCNC(=O)C2CCC(=O)N(Cc3cccc(F)c3)C2)n1 (stereo unspecified)
(56) O=C(Nc1ccc2nc(-c3ccccc3)oc2c1)c1ccco1
Assay by compound,49,50,51,52,53,54,55,56
CRFBP-R2 agonist,-1.1,-0.6,-0.9,-1.8,0.0,-0.1,0.4,-5.0
M5 ag,0,-3,-1,54*,-2,0,-2,-4
M4 PAM,-2,15,2,-9,2,9,-1,5
M1 PAM,6,4,-1,-28,11,1,6,1
M5 antag,-1,7,8,28*,15,-1,4,-10
M1 antag,-11,-10,3,40*,-8,2,0,-26
M5 PAM,-3,-6,1,-19,-4,1,1,11
M4 ag,1,1,0,30,0,1,0,3
CHRM4 antagonist,0,-25,-9,34*,1,-5,8,-1

(57) COc1cc(C2C(C(C)=O)=C(O)C(=O)N2c2ccc(Br)cn2)ccc1O (stereo unspecified)
(58) NC(=O)c1nsc(C(=O)N(CC(=O)NC2CCCC2)c2ccc(F)c(Cl)c2)c1N
(59) COc1ccc(OC)c(NC(=O)CSc2nc(-c3ccccc3)cc(=O)[nH]2)c1
(60) COc1cccc(C(=O)NC(=S)Nc2ccc3oc(=O)ccc3c2)c1
(61) CCCNC(=O)C1=C(C)C(=O)OC12CCC(C)CC2 (stereo unspecified)
Assay by compound,57,58,59,60,61
CRFBP-R2 agonist,0.1,18,-0.1,-0.1,-8.4
M5 ag,1,4,7,-1,3
M4 PAM,7,-3,6,-3,4
M1 PAM,11,10,15,3,11
M5 antag,3,3,-7,2,-1
M1 antag,-7,-3,-23,1,-15
M5 PAM,4,0,7,-2,-7
M4 ag,1,2,0,0,1
CHRM4 antagonist,9,-5,3,4,-8

Assay outcomes from PubChem BioAssay.
